# hgDAF12 agonist: agonists of H. glycines DAF-12 nuclear receptor; HEK293 GAL4-hgDAF12 UAS-luciferase reporter, agonist luminescence; normalized to butyrate control; activation, % at 6.8 µM; 370,000 compounds, 1.8% hits; AID 687014;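 active = activation above a cutoff set at the mean of all screened compounds plus 3 SD, cut at about 10% in these data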;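 also: 0% = DMSO wells and 100% = sodium butyrate wells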
# ssDAF-12 act: activators of S. stercoralis DAF-12 nuclear receptor; 370,000 compounds, 1% hits; AID 652126; HEK293 ssDAF-12/GRIP1 lit1-tk-luc reporter, luminescence; % of 3 µM dafachronic acid response; activation, % at 6.8 µM;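 active = activation above the mean over all tested compounds plus 3 SD, cut at about 0.9% in these data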;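 also: 0% = DMSO-only wells and 100% = 3 µM delta7-dafachronic acid wells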
# sPLA2-III inh: Blocks human group III sPLA2 activity | AID 743126 | inhibition, % at 12.2 µM | QFRET BODIPY PC-A2 liposome hydrolysis, fluorescence | 370,000 compounds, 0.56% hits;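 active = inhibition above mean plus 3 SD of compounds lying within the high and low control bounds, cut at about 19% in these data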;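 also: 0% = median of test compound wells and 100% = no enzyme DMSO wells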
# Target sequence (Q9NZ20 whole entry, looked up): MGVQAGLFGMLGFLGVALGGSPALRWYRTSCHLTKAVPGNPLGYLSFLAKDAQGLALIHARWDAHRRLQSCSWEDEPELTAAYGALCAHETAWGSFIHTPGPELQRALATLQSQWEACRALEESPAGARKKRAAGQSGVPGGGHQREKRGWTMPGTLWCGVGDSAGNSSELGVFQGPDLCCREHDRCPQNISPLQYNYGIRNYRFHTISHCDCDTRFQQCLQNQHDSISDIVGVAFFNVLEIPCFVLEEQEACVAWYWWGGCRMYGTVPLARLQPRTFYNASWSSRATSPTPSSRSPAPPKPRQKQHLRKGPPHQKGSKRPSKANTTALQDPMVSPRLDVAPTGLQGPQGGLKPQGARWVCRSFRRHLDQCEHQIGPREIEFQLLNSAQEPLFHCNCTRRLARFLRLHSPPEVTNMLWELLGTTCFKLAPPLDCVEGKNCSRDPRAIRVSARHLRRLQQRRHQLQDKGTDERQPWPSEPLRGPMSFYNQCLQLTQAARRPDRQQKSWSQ
# GAA850 FXN act: activators of GAA850 frataxin (FXN) promoter | HEK293 lucGAA850 FXN promoter luciferase reporter, 24 h; percent of 10 µM SAHA response | activation, % at 6 µM | 360,000 compounds, 0.56% hits | AID 540364;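 active = activation above the average of all compounds screened plus 3 SD, cutoff fixed separately per campaign, cut at about 7.5% in these data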;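 also: 0% = DMSO wells and 100% = 10 µM SAHA wells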
# GC-A act: GC-A (human) enzyme activation. P16066. HEK293 GC-A cells, cGMP TR-FRET, EC30 ANP; 0% at EC30 ANP, 100% saturating ANP. activation, % at 10 µM. 370,000 compounds, 0.14% hits. AID 1671463; in the data active = activation above about 40%
# GC-B act: GC-B (human) receptor activation | P20594 | HEK293-GC-B cells, CNP EC30, cGMP TR-FRET; 0% at EC30 CNP, 100% saturating CNP | activation, % at 10 µM | 370,000 compounds, 0.11% hits | AID 1920062;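 active = activation at 10 µM reaching about 35% in either raw or pattern-adjusted values, limit read from the data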
# DAX1 inh-1: blocks DAX1 repression of SF-1 activated StAR promoter | HEK293T StAR-luciferase reporter, SF-1/DAX-1 repression relief | inhibition, % at 6.8 µM | 370,000 compounds, 1.1% hits | AID 652010;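 active = inhibition above the mean over all tested compounds plus 3 SD, cut at about 3.6% in these data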;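 also: 0% = DAX-1 cells with DMSO and 100% = cells lacking DAX-1 with DMSO; higher inhibition means more luminescence from relief of DAX-1 repression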
# hcDAF-12 act: activates DAF-12 receptor from parasite H. contortus. HEK293 hcDAF-12 lit1-tk-luc reporter, luminescence; 0% DMSO, 100% Δ7-dafachronic acid. activation, % at 6.8 µM. 370,000 compounds, 1.4% hits. AID 652067;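 active = activation above the mean of all tested compounds plus 3 SD, cut at about 5.5% in these data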;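 also: 100% = response to 3 µM Δ7-dafachronic acid high control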
# ADAM10 inh: inhibits human ADAM10. 370,000 compounds, 0.62% hits. recombinant ADAM10, EDANS/DABCYL FRET peptide cleavage, 3 h. inhibition, % at 7 µM. AID 720582;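 active = inhibition above a per-campaign cutoff equal to the mean of compounds falling between control-based bounds plus 3 SD, cut at about 20% in these data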;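 also: 0% = DMSO wells while the 100% control is not disclosed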
# Target sequence (O14672 214-748 limits assumed): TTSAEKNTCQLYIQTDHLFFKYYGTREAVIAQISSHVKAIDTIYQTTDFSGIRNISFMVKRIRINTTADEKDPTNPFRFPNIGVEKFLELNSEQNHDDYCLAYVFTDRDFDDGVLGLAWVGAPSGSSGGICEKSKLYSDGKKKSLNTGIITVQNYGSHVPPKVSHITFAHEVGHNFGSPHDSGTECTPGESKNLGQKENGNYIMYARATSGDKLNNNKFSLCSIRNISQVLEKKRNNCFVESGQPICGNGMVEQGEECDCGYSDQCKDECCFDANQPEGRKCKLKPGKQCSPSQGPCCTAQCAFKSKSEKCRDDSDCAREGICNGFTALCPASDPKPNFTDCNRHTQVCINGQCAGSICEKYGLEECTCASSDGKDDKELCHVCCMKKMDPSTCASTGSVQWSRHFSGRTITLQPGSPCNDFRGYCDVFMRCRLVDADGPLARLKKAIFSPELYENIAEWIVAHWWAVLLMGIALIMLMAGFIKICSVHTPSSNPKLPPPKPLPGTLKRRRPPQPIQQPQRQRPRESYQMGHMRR
# SMARCA2 activ: activators of SMARCA2 function | MG213 cells, MMTV-luciferase reporter, dexamethasone, overnight | activation, % at 9.1 µM | 370,000 compounds, 1% hits; in the data active = activation above about 7.8%;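 also: 0% = vehicle wells and 100% = reference activator wells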
# DAX1 inh-2: inhibitors of human orphan nuclear receptor DAX1 (NR0B1) | 340,000 compounds, 0.99% hits | HEK293 Gal4-DAX1 luciferase reporter, luminescence | inhibition, % at 6.75 µM | P51843 | AID 504766;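 active = inhibition above the mean over all tested compounds plus 3 SD, cut at about 4.2% in these data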;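 also: 0% = DAX1-transfected cells with DMSO and 100% = empty-vector control cells with DMSO; inhibition shows as a rise in luminescence from relieved DAX1 repression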
# Active calls of the source: *; i = inactive; · = no result given.
SMILES,hgDAF12 agonist,ssDAF-12 act,sPLA2-III inh,GAA850 FXN act,GC-A act,GC-B act,DAX1 inh-1,hcDAF-12 act,ADAM10 inh,SMARCA2 activ,DAX1 inh-2
CCc1ccc(C(=O)NNC(=O)Cn2c(=O)cnc3ccccc32)cc1,2.2,-0.5,-3,-0.1,-1,-1,5.4*,-1.0,-1,5,-1.2
CCOC(=O)C1(Cc2ccccc2)CCN(Cc2ccc3cc(NC(C)=O)ccc3n2)CC1,-3.6,-1.9,-18,-2.4,2,4,-0.3,-1.9,-77,-3,-0.1
CCOC(=O)Cc1csc(NC(=S)NC(=O)c2ccc(F)cc2)n1,0.2,-0.6,-2,-1.4,4,4,0.5,-1.0,2,-1,0.8
C[C@@H]1CN([C@H](C)CO)C(=O)c2c(c3ccccc3n2C)-c2ccccc2CO[C@@H]1CN(C)Cc1ccc(O)cc1,1.1,-1.5,-21,-5.4,-7,-12,-0.9,-0.1,1,0,0.5
O=C(c1ccc(N2CCN(C(=O)c3ccc(F)c(F)c3)CC2)cc1)c1cccc(F)c1,-1.8,-1.1,-4,-1.4,1,-1,-2.5,-0.8,1,-2,-1.2
Cc1ccc(OCC(=O)c2cc(C)n(CC(F)(F)F)c2C)c([N+](=O)[O-])n1,0.9,-2.4,1,1.6,0,5,-0.3,-1.6,0,-3,-0.2
C/C(=N\Nc1nc(C)cc(-c2ccccc2)n1)c1ccc(F)cc1,0.7,-0.7,-5,2.7,0,-6,-0.2,-1.1,0,2,1.1
CC(C)(C)OC(=O)C[C@H]1C/C=C\C[C@@H](CC(=O)N(CCO)Cc2ccccc2)C(=O)N[C@@H](c2ccccc2)COC1=O,-1.0,-1.6,-5,-1.1,0,-1,-0.3,-1.5,-2,-1,-0.6
CCc1cccc2c(C(=O)Cn3nnc(-c4ccc(OC)c(OC)c4)n3)c[nH]c12,-6.0,-1.8,-62,2.3,1,-3,-1.3,-3.5,-8,-3,-0.3
Cn1c(=O)c2c(ncn2Cc2cc(-c3ccccc3)no2)n(C)c1=O,-1.6,-1.2,-4,-1.9,4,0,-0.5,-2.1,4,-2,-0.5
O=C(C1CCCN1S(=O)(=O)c1ccc(Cl)cc1)N1CCN(c2ccccc2)CC1 (stereo unspecified),-2.9,-1.1,10,2.2,-1,-3,0.3,-1.8,-13,-2,0.1
CC1CCN(S(=O)(=O)c2ccc(NC(=O)CCN3C(=O)C4CC=CCC4C3=O)cc2)CC1 (stereo unspecified),1.7,-1.3,-11,0.4,2,8,-1.6,0.0,-9,0,-0.3
COc1cc(CC(=O)Nc2cccc(S(=O)(=O)N(C)c3ccccc3)c2)cc(OC)c1OC,-3.3,-1.7,-24,1.1,1,0,-6.4,-1.6,3,-4,-2.3
O=C(O)CCC(=O)Nc1ccc(Cc2ccc(NC(=O)CCC(=O)O)c(O)c2)cc1O,1.5,-1.0,-1,-1.0,-4,6,0.3,-1.1,-1,-4,1.2
O=C(CN1C(=O)COc2ccccc21)NCCCN1CCc2ccccc2C1,-0.1,-1.3,0,-1.2,-1,2,-0.4,0.6,-8,0,0.8
COc1coc(C(O)CN)cc1=O (stereo unspecified),-2.4,-0.6,1,-1.1,1,3,-0.3,0.5,-8,-1,-0.1
CC(=O)NC(CC(=O)Nc1nc(-c2ccccc2)c(C(C)=O)s1)c1ccccc1 (stereo unspecified),0.5,-1.1,0,2.5,-2,0,-0.8,0.3,4,-3,-0.8
COc1ccccc1-c1nc(C#N)c(NCCCn2ccnc2)o1,-1.0,-1.6,-5,1.7,-2,1,0.4,-2.6,i,-2,1.5
CCCn1c(SCC(=O)C(C)(C)C)nc2ccccc21,-3.4,-1.4,10,2.9,3,2,-0.1,-0.8,-5,-3,-1.4
CCOc1ccccc1NC(=O)CN1CCC(NC(=O)Nc2ccccc2)CC1,-1.6,-0.9,-9,0.1,-3,0,-0.6,-3.0,8,-2,-1.8
Cc1nnc2n(-c3ccccc3)c(=O)c3c4c(sc3n12)COC(C(C)C)C4 (stereo unspecified),-0.4,-1.2,6,0.6,4,-6,-0.1,-0.8,-14,-4,-0.5
Cn1cnc(S(=O)(=O)N2CCCCC2c2cc(C(=O)NCc3ccc(Cl)c(Cl)c3)no2)c1 (stereo unspecified),0.1,-1.1,1,-0.1,1,7,0.5,-1.6,2,-3,·
O=C(Nc1ccc2c(c1)OCO2)c1cccc(S(=O)(=O)N2CCOCC2)c1,2.4,0.4,5,4.2,-2,2,1.6,1.2,1,7,0.3
CC1CCCN(c2cc(N(C)CCO)c([N+](=O)[O-])c3nonc23)C1 (stereo unspecified),2.1,-1.3,7,0.3,-6,-3,-2.2,1.6,17,-3,0.1
CCOc1ccc(C(=O)Nc2ccc3[nH]ncc3c2)cc1,16*,0.5,6,3.7,2,3,2.0,5.5,-8,5,-1.5

# Following part.
SMILES,hgDAF12 agonist,ssDAF-12 act,sPLA2-III inh,GAA850 FXN act,GC-A act,GC-B act,DAX1 inh-1,hcDAF-12 act,ADAM10 inh,SMARCA2 activ,DAX1 inh-2
Cc1cc(C)c(S(=O)(=O)NCc2ccncc2)c(C)c1,-8.0,-2.2,2,-2.8,2,0,-3.3,-5.5,4,-5,-4.0
NS(=O)(=O)c1ccc(NC(=O)Nc2ccc3c(c2)OCO3)cc1,6.3,-1.0,-2,2.0,4,1,1.6,-0.4,-2,3,0.5
O=C(Nc1c(C(=O)NCc2ccco2)cnn1-c1ccccc1)c1ccc(F)cc1,-0.2,-1.8,-17,0.1,-1,1,0.0,-1.1,0,0,-0.7
CCC1(c2ccccc2)NC(=O)N(CC(=O)N2CCN(S(=O)(=O)c3ccccc3)CC2)C1=O (stereo unspecified),-0.6,-1.4,-3,-2.6,0,4,-0.5,-0.6,-7,3,1.0
CCOC(=O)c1c(NC(=O)CSc2nnc(-c3ccco3)o2)sc(C)c1C,-1.2,-0.5,-3,-0.9,-5,-7,-0.5,-0.2,-2,-3,-0.8
CC(C)N(Cc1cc2ccccc2[nH]c1=O)C(=O)c1cccnc1,-0.3,-0.5,2,-3.0,2,1,1.2,-2.2,-14,1,-1.4
COc1ccc(N(CC(=O)Nc2cc(C(=O)O)ccc2C)S(=O)(=O)c2c(C)noc2C)cc1,2.5,-1.3,-4,-1.4,1,3,1.2,0.3,4,4,0.7
NC1=NC(=O)C(Cc2ccc(OC(F)(F)F)cc2)S1 (stereo unspecified),0.6,-1.3,0,-0.8,2,5,-0.2,0.1,10,2,-0.3
COc1cccc(CNC(=O)Cn2cccc2)c1,2.3,-1.3,-3,1.4,7,0,-0.1,-1.4,-5,1,2.0
CCOC(=O)N1CCC(NC(=S)Nc2ccc3nc(N4CCN(C)CC4)cc(C)c3c2)CC1,-2.8,-1.5,-7,-0.3,-1,0,-0.3,-1.0,-120,-2,2.1
CCC/C(=C1/C(=O)CC(C)(C)C(C(=O)OC)C1=O)N1CCCC1 (stereo unspecified),0.8,-1.4,-7,-1.4,5,3,0.7,-2.1,3,1,1.2
Cc1cc(C)nc(N2CCC(C(=O)O)CC2)n1,2.4,-0.5,5,1.3,-1,0,-0.4,-1.2,-28,-1,-0.2
COc1ccc(-c2nnn(CC(=O)N(CCCO)C(C(=O)NC3CCCC3)c3ccc(F)cc3)n2)cc1 (stereo unspecified),-2.2,-1.4,-7,-2.1,-1,-4,-0.7,-1.4,-4,0,-0.2
Cc1ccc(-c2nn3c(C)nnc3s2)cc1NC(=O)C(C)C,-1.0,-1.7,2,0.8,1,5,-0.8,-0.3,-4,2,1.5
O=C(CNc1ccccc1Cl)Nc1cc(S(=O)(=O)N2CCOCC2)ccc1Cl,0.1,-1.3,-6,2.0,5,7,-2.7,-1.9,-8,-1,0.3
NC(=O)CCC(NS(=O)(=O)c1ccc(Cl)cc1)C(=O)NCc1ccc(Cl)cc1 (stereo unspecified),-0.8,-1.3,-10,0.7,-3,0,0.1,-0.2,-10,-3,1.4
NC(=S)NNc1cccc(Cl)c1,0.3,-0.3,4,1.0,-1,4,-1.3,0.2,1,-1,-0.1
COc1cc([C@H]2c3c(cc(OC)c(O)c3OC)C[C@@H](CO)[C@@H]2CO[C@@H]2O[C@H](CO)[C@@H](O)[C@H](O)[C@H]2O)cc(OC)c1O,3.6,-0.5,-3,-1.6,4,-1,0.9,2.7,-22,2,0.5
Cc1ccc(N=C2NC(=O)C(CC(=O)NCc3ccccc3)S2)cc1C (stereo unspecified),3.1,-0.8,-25,1.9,-7,-2,-0.2,-0.3,4,-3,0.9
O=C(NCc1ccccn1)C1(C(F)(F)F)C/C(=C\CCO)CCCO1 (stereo unspecified),0.2,-1.2,-3,2.2,1,7,0.2,-1.3,-4,0,-0.2
Cc1cc(NC(=O)CS(=O)CC(=O)Nc2c(C)cccc2C)ccc1-n1cnnn1 (stereo unspecified),0.4,-0.9,-6,-1.3,2,6,-0.1,-0.8,1,3,0.1
O=C(Nc1ccccc1C(=O)N1CCOCC1)c1cccnc1,-3.3,-0.8,-1,1.6,1,9,-0.6,-2.0,-1,0,1.2
O=C(O)CN1C(=O)COc2ccc(S(=O)(=O)N3CCCCCC3)cc21,2.0,-1.3,8,-1.4,2,9,0.1,1.7,1,-2,0.2
Cc1nc(C)c(C(=O)Nc2ccccc2)s1,2.7,-1.1,5,3.5,2,3,0.6,-0.7,1,1,1.0
COc1ccc(NC(=O)CN(C)C(=O)c2n[nH]c3ccccc23)cc1,6.7,-1.1,0,2.7,5,2,0.1,-1.2,-7,1,0.9

# A few values from above:
# In GAA850 FXN act, COc1ccc(NC(=O)CN(C)C(=O)c2n[nH]c3ccccc23)cc1 reads 2.7
# In DAX1 inh-2, Cc1ccc(N=C2NC(=O)C(CC(=O)NCc3ccccc3)S2)cc1C (stereo unspecified) reads 0.9

# (cont.)
SMILES,hgDAF12 agonist,ssDAF-12 act,sPLA2-III inh,GAA850 FXN act,GC-A act,GC-B act,DAX1 inh-1,hcDAF-12 act,ADAM10 inh,SMARCA2 activ,DAX1 inh-2
CCOC(=O)c1c(C)[nH]c(C(=O)COC(=O)c2ccc(O)cc2)c1C,0.2,-1.0,-33,2.6,3,2,-0.5,-1.6,0,-1,-1.4
O=c1cc(CN2CCOCC2)c2ccc(O)c(O)c2o1,-0.6,-1.1,-1,-1.7,-1,-5,0.4,-1.8,-4,0,0.0
CCOc1ncccc1C(=O)Nc1ccc(C)c(S(=O)(=O)N2CCCCCC2)c1,1.0,-1.4,6,0.3,-3,7,-1.8,-1.8,-3,-5,-0.2
Cc1ccccc1-n1nc2c(c1NC(=O)CC(C)C)CS(=O)C2 (stereo unspecified),0.6,-0.8,7,-0.6,3,2,1.2,0.5,-5,-1,0.7
CC(CCc1ccccc1)NC(=O)COC(=O)c1ccc(F)cc1 (stereo unspecified),-0.2,-1.5,2,-0.3,-1,-6,-0.7,-0.6,3,-1,0.9
CC(C)(C)NC(=O)C(c1ccc(C(F)(F)F)cc1)n1c(=O)c(-c2cc3ccccc3[nH]2)nc2ccccc21 (stereo unspecified),5.7,-0.2,-6,·,4,-1,0.1,1.2,-147,-2,·

# Source: PubChem
